# Screens (PubChem)
# CRFBP-R2 block = antagonists of CRF-binding protein/CRF-R2 receptor complex | HEK293 CRF-R2/CRF-BP, CRF-induced calcium fluorescence | inhibition, % at 11.8 µM | 350,000 compounds, 0.59% hits;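 active means inhibition of the ligand-induced calcium signal above about 50% at the single tested concentration, limit read from the data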
# PHOSPHO1 inh = PHOSPHO1 (human) inhibition; Q8TCT1; recombinant PHOSPHO1, absorbance phosphatase assay; inhibition, % at 13.3 µM; 290,000 compounds, 1.1% hits; in the data active means inhibition above about 60%
# MEKK3 PB1 HTS = raises or lowers MEK5 binding to the human MEKK3 PB1 domain. Q99759. bead-based flow cytometry, Alexa488-MEK5 binding to MEKK3; actives lie on both sides; 0 = blocked by unlabeled MEK5, 100 = vehicle. binding response (% of control), % at 10 µM. 290,000 compounds, 1.4% hits. AID 1529;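 active means binding response more than 3 SD above or below the average of its plate-row segment, actives on both sides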;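 further: Alexa488 bead fluorescence after subtracting the streptavidin-only scavenger bead signal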
# Target sequence (Q99759 whole entry, looked up, the tested form may be a part): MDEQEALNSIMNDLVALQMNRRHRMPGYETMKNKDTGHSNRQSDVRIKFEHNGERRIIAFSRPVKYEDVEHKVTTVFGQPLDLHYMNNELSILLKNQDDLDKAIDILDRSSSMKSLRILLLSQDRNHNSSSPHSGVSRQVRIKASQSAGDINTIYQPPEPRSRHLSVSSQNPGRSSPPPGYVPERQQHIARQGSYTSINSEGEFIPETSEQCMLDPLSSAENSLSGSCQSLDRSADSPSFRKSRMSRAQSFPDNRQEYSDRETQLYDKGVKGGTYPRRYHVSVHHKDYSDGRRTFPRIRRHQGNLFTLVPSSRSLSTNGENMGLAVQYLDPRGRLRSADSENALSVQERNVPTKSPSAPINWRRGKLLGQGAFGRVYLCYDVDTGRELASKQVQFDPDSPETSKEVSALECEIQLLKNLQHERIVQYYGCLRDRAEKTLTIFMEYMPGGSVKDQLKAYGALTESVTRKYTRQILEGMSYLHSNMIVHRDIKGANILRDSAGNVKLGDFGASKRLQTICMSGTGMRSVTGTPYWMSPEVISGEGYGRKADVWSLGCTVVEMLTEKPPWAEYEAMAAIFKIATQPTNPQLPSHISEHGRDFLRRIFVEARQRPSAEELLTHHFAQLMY
# GalR3 antagonist = human GalR3 antagonism; O60755; HEK293 GalR3-CNG cAMP membrane potential fluorescence; galR3 body fused to GalR1 C-terminus; inhibition, % at 3 µM; 360,000 compounds, 0.44% hits; AID 651719;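 active means inhibition above the screen-wide average plus 3 SD, cut at about 13% in these data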;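 further: forskolin and galanin both at EC90 stimulate the cells; cAMP rise reported by CNG channel membrane potential dye signal; 0% = forskolin plus galanin with DMSO and 100% = forskolin alone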
# Target sequence (O60755 1-299 limits assumed): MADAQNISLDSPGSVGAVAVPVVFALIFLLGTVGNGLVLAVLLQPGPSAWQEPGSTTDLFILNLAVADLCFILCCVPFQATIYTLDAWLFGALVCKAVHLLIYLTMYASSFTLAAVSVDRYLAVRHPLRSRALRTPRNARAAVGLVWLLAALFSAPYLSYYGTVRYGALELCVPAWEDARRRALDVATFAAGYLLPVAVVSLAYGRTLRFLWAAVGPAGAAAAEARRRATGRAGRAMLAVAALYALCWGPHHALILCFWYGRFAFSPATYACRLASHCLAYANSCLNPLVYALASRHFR
# CHRM4 PAM = positive allosteric modulators of human muscarinic M4 receptor | activation, % at 3 µM | AID 624126 | P08173 | CHO-K1 hM4/Gqi5, Fluo-8 calcium fluorescence, ACh EC20; 0% = ACh EC20, 100% = maximal ACh | 360,000 compounds, 0.4% hits;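 active means activation above its plate's cutoff, the mean activation of sample wells plus 3 SD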; further: some results filed as inactive read as strong as hits
# CRFBP-R2 agonist = CRF-BP/CRF-R2 complex agonism | HEK293 CRF-R2/CRF-BP, calcium dye fluorescence (FLIPR); percent of saturating CRF peptide response | activation, % at 13.2 µM | 350,000 compounds, 0.46% hits;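 active means activation of at least 50%, plus an integration ratio under a set limit after plate pattern correction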;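 further: plate controls were neutral control wells without compound for no effect and CRF at EC100 for full effect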
# IDE act = boosts human insulin-degrading enzyme activity in HEK cells; P14735; FAbeta-B cleavage, fluorescence polarization; 0% vehicle, 100% cell-free pure enzyme wells; activation, % at 5.96 µM; 340,000 compounds, 0.073% hits;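 active means activation above the mean of all tested compounds plus 3 SD, set per screening campaign, cut at about 17% in these data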
# p-CIP stab down = lowers stability of the mouse p/CIP coactivator protein; Q05BA5; F442A p/CIP-EGFP cells, EGFP fluorescence, 16 h; decrease of EGFP signal, % at 10 µM; 290,000 compounds, 0.01% hits; AID 1984;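 active means EGFP signal decrease of at least 30% at 10 µM or well 3 SD below plate mean, unless failing retest; inactive means the rest, including hits failing retest or dose response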; further: some compounds called inactive have numbers as strong as hits; many of its hits are not listed in these tables
# IDE cell inh = inhibitors of human insulin-degrading enzyme in cells; HEK cells, FAbetaB cleavage, fluorescence polarization; AID 434962; P14735; inhibition, % at 5.59 µM; 320,000 compounds, 0.41% hits;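 active means percent inhibition above the average of all tested compounds plus 3 SD, set per screening campaign, cut at about 16% in these data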;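 further: IDE supplied by intact live HEK cells; FP after avidin binding of uncleaved biotin substrate so inhibition keeps polarization high; 0% = DMSO wells and 100% = 60 µM reference IDE inhibitor Ii1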
# The depositor's hits bear a star; / = not tested or not shown; & = joins results of further samples; [ ] = remark or other dose.
CHRM4 PAM	GalR3 antagonist	PHOSPHO1 inh	CRFBP-R2 block	p-CIP stab down	CRFBP-R2 agonist	IDE cell inh	IDE act	MEKK3 PB1 HTS	mol
7	-7	-9	22	-2	-1.2	2	-1	96	Cc1ccc2c(c1)N(Cc1ccc3c(c1)OCO3)C(=O)C(C)O2 (centres undefined)
-6	-11	0	-26	5	62*	8	1	94	COc1ccc(N=C(N)SCc2ccccn2)cc1
2	-10	25	-14	1	0.9	-2	5	99	COCCNC(=O)c1ccc(CSCc2cccc(Cl)c2)o1
-2	-2	86*	8	0	1.2	0	-4	100	COc1ccccc1Nc1nc(-c2sc(NC(=O)c3ccco3)nc2C)cs1
8	-9	24	9	-10	-2.6	-2	6	/	Cn1c(C(=O)N2CCCC(C(=O)NCCCSC3CCCCC3)C2)cc2sccc21 (centres undefined)
-2	-1	1	7	-12	-0.9	10	-14	62	COc1ccc(/C=C/C(=O)Nc2ccc(-c3nnc4n3CCCCC4)cc2)c(OC)c1
8	-2	11	16	18	-2.7	0	5	100	CN(C)S(=O)(=O)c1cccc(-c2cn3ccccc3n2)c1
10	0	-6	-6	-11	4.9	-3	4	99	CCOC(=O)C1=C(O)/C(=C/c2cc(C)n(-c3ccccc3)c2C)N=C1C
0	-3	-25	-24	3	1.4	1	3	103	CC1CCN(CC(=O)Nc2ccc(Br)cc2[N+](=O)[O-])CC1
12	-3	13	6	0	0.1	6	5	90	CCOc1ccc2[nH]c(O)c(NC(C)=O)c2c1
6	1	/	-13	/	5.4	-2	-6	/	CC[C@@]1(C(=O)OC)N[C@H](CN(C)S(=O)(=O)c2ccc(C(C)(C)C)cc2)[C@@H]2C(=O)N(Cc3ccccc3)C(=O)[C@@H]21
9	-3	/	10	/	-1.2	-2	2	/	COc1ccc2nc(NC(=O)CSc3n[nH]c(N)n3)sc2c1
2	-3	20	10	-4	-1.5	2	5	75	COc1ccc(S(=O)(=O)NCCCCCC(=O)O)cc1C(=O)O
-4	-9	28	-19	4	-0.2	2	-1	97	CCc1ccccc1N(CC(=O)NC1CCCCC1)C(=O)CCCC(=O)Nc1ccccn1
-6	84*	/	8	/	-2.6	-3	-3	/	Cc1ccc(Oc2ccccc2NC(=O)CSCC(=O)Nc2cc(C)on2)cc1
-2	1	41	15	11	-2.4	11	0	94	COC(=O)CC(c1ccc(OC)c(OC)c1)c1ccc(OC)c(OC)c1
0	-7	40	1	-7	-0.1	3	2	105	COc1ccc([C@H]2[C@H]3C=CC[C@@H](C)[C@@H]3C(=O)N2Cc2ccccc2)cc1Cl
2	-10	46	4	-13	1.1	-3	2	102	Cc1cccc(Cn2c(-c3ccc[nH]c3=O)nc3ccccc32)c1
-2	-5	4	-15	-1	1.3	-9	0	101	Cc1nc2ncnn2c(C)c1Cc1cccc(F)c1
5	-5	/	-3	/	-0.6	/	-1	/	CCOC(=O)/C=C1/SCC(=O)N1CC(=O)NC12CC3CC(CC(C3)C1)C2
0	-3	-12	1	0	-0.3	-9	1	92	Cc1cccc(CSCc2ccc(C(=O)NC3CCCC3)o2)c1
11	-2	-10	12	0	-0.6	5	5	98	CSCCC(NC(=O)C1CCC(C)CC1)C(=O)NCc1ccco1 (centres undefined)
-6	-7	25	4	-5	0.8	-4	0	101	CN(C)CCCN(C(=O)c1ccc(S(=O)(=O)N(C)C)cc1)c1nc2cc3c(cc2s1)OCO3
2	-8	15	12	-6	-0.9	1	-3	102	Cc1ccccc1NC(=O)C1CCN(C(=O)NC2CCCCC2)CC1
20	-2	19	5	-15	1.5	-5	-1	101	Cc1ccccc1NC(=O)CC1SC(=Nc2ccc(O)cc2)NC1=O (centres undefined)
-5	3	-14	12	-3	0.3	-1	-2	103	O=C(c1ccco1)N1CCN(S(=O)(=O)c2ccc(S(=O)(=O)NC3CC3)cc2)CC1
2	-2	/	-8	/	-0.7	2	0	/	Cc1csc(SCC(=O)Nc2cccc(C)c2C)n1
3	0	24	-1	5	-0.4	4	-2	102	CN(CC(=O)Nc1ccc(F)c(F)c1)S(=O)(=O)c1cccs1
-5	-7	3	-2	4	-1.2	2	4	104	Cc1cccc(N2CCN(Cc3c(C)n(C)n(-c4ccccc4)c3=O)CC2)c1C
8	-4	0	24	-2	13	1	7	97	Cc1cc(C(=O)Nc2ccccc2C(F)(F)F)no1
3	-4	38	13	-5	-1.9	5	0	101	Cc1ccc(NC(=O)CN(C)S(=O)(=O)c2ccc3[nH]c(=O)oc3c2)c(C)c1
14	-7	12	-19	-2	6.2	3	-6	101	CC(C)CCN(CCC(C)C)C(=O)Cc1c(O)c2ccccc2[nH]c1=O
5	-6	-3	14	-4	-0.8	-3	6	92	CCOC(=O)C1CCCN(Cc2ccccc2F)C1 (centres undefined)
-16	-7	7	5	-16	-0.4	0	-3	103	CC(=O)c1ccccc1NS(=O)(=O)c1c(C)nn(-c2ccccc2)c1C
-4	-10	23	-17	-17	3.5	2	5	100	O=C(CSc1n[nH]c(-c2ccccc2O)n1)NC1CCCCC1
-4	-4	27	4	-6	-5.0	10	2	95	Cc1ccccc1CNC(=O)C1CCCN(c2nnc(C)c3c(C)n(-c4ccccc4)nc23)C1 (centres undefined)
-6	-2	-22	-19	3	1.4	-4	3	72	CSc1cccc(NC(=S)N(CCC(C)C)C2CCN(C(C)C)CC2)c1
0	-6	4	-16	-1	0.8	0	2	98	Cc1nnc2sc(SCC(=O)Nc3nccs3)nn2c1=O
-7	-5	/	8	/	-0.5	-2	-4	116	S=C(NCCSCc1ccc(Cl)c(Cl)c1)Nc1ccccc1
-2	-14	36	-5	9	0.4	0	0	100	N#Cc1ccccc1S(=O)(=O)N1CCN(S(=O)(=O)c2ccc(Br)c(C(=O)O)c2)CC1
-5	-4	18	9	3	-2.4	0	-5	103	N#Cc1c2c(c(Nc3ccccc3)n3c1nc1ccccc13)CCC2
7	-2	17	27	23	-0.2	-2	-3	112	Cc1ccc(C(=O)N2CCN(S(=O)(=O)c3ccc(C)cc3)CC2)cc1
7	1	31	13	1	-0.1	3	1	112	COCCCN1C(=O)C(O)=C(C(=O)c2ccc(C)o2)C1c1cccc(Br)c1 (centres undefined)
20	-1	5	-9	-17	-1.6	-3	6	90	COC(=O)CSc1nnc2n1C(C)(C)Cc1ccccc1-2
0	-2	25	18	1	-2.9	2	1	1.0*[inhibitor]	O=C(NCc1cccs1)N[C@@H](Cc1ccccc1)C(=O)O
7	/	2	-13	-1	-1.6	11	-3	94	COc1ccc(NC(=O)C2CCCN2S(=O)(=O)c2cccc3nsnc23)c(OC)c1 (centres undefined)
4	-12	55	36	13	-3.0	0	-5	98	O=C(CCc1nnc2ccc(NCc3ccccc3Cl)nn12)NC1CCCC1
-15	1	-9	32	-6	-1.6	6	-6	99	Nc1nnc(SCC(=O)Nc2ccc3nc(SCC(=O)Nc4ccccc4)sc3c2)s1
6	-4	35	-6	-5	-1.0	-2	2	95	C/C=C\C(=O)Nc1cccc(C2=NOC3(C2)C[C@@H](C(N)=O)N(C(=O)COc2ccc(Cl)cc2)C3)c1 (some centres undefined)
-1	-2	/	-2	/	-1.3	/	-2	/	CN(CC(=O)Nc1ccc(F)cc1)C(=O)c1ccccc1Sc1ccccc1C#N
2	-2	6	5	-12	-0.6	5	3	107	N#C/C(=C/c1ccc(F)cc1)C(N)=S
-9	-11	15	-9	1	3.6	8	1	105	O=C(NCC1CCN(Cc2ccccc2F)CC1)Nc1cccc(Br)c1
-6	-1	4	/	-7	/	3	/	111&105	Cn1nnc2c(C(N)=O)ncn2c1=O
-9	-1	14	-3	-4	0.0	0	2	99	O=C(c1ccco1)N1CCN(Cc2nnnn2CCc2ccccc2)CC1
-14	-10	19	1	-21	-1.4	-3	5	99	CC(C)(C)C(=O)N1CCN(c2ccc(NC(=O)c3ccc4c(c3)OCCO4)cc2)CC1
-3	-10	4	-5	-2	-1.2	/	4	105	O=C(Cn1cnc([N+](=O)[O-])n1)c1ccccc1
11	-5	20	1	0	-1.8	-3	1	100	Cc1cccc(-c2nc(CSCC(=O)NCCCN3CCOCC3)c(C)o2)c1
-9	-1	/	-6	/	0.8	2	2	/	COc1ccc(CCNC(=O)C(=O)NCC2CCCN2S(=O)(=O)c2cc(C)ccc2C)cc1 (centres undefined)
1	-5	8	13	-3	-2.4	6	0	99	CC(N=C(NS(=O)(=O)c1ccc(Cl)cc1)c1ccccc1)C(=O)O (centres undefined)
5	2	6	2	-12	2.6	8	2	98	CC(C)c1nc(Cl)c(C#N)c2c1CCCC2
-6	-3	28	6	-5	0.7	3	5	98	O=C(NNC(=O)c1sc2ccccc2c1Cl)Nc1ccc(Cl)cc1
16	-7	13	1	7	-0.3	0	-3	98	CCN1CCCC1CNCc1cc(OC)c(OC)c(OC)c1 (centres undefined)
-1	-4	26	-30	-50	0.3	-11	1	104	C=CCn1c(CNc2ccccc2)nnc1SCC(=O)N/N=C/c1ccccc1O

# A run of entries from further up:
CHRM4 PAM	GalR3 antagonist	PHOSPHO1 inh	CRFBP-R2 block	p-CIP stab down	CRFBP-R2 agonist	IDE cell inh	IDE act	MEKK3 PB1 HTS	mol
20	-1	5	-9	-17	-1.6	-3	6	90	COC(=O)CSc1nnc2n1C(C)(C)Cc1ccccc1-2
0	-2	25	18	1	-2.9	2	1	1.0*[inhibitor]	O=C(NCc1cccs1)N[C@@H](Cc1ccccc1)C(=O)O
7	/	2	-13	-1	-1.6	11	-3	94	COc1ccc(NC(=O)C2CCCN2S(=O)(=O)c2cccc3nsnc23)c(OC)c1 (centres undefined)
4	-12	55	36	13	-3.0	0	-5	98	O=C(CCc1nnc2ccc(NCc3ccccc3Cl)nn12)NC1CCCC1
-15	1	-9	32	-6	-1.6	6	-6	99	Nc1nnc(SCC(=O)Nc2ccc3nc(SCC(=O)Nc4ccccc4)sc3c2)s1
6	-4	35	-6	-5	-1.0	-2	2	95	C/C=C\C(=O)Nc1cccc(C2=NOC3(C2)C[C@@H](C(N)=O)N(C(=O)COc2ccc(Cl)cc2)C3)c1 (some centres undefined)
-1	-2	/	-2	/	-1.3	/	-2	/	CN(CC(=O)Nc1ccc(F)cc1)C(=O)c1ccccc1Sc1ccccc1C#N
2	-2	6	5	-12	-0.6	5	3	107	N#C/C(=C/c1ccc(F)cc1)C(N)=S
-9	-11	15	-9	1	3.6	8	1	105	O=C(NCC1CCN(Cc2ccccc2F)CC1)Nc1cccc(Br)c1
-6	-1	4	/	-7	/	3	/	111&105	Cn1nnc2c(C(N)=O)ncn2c1=O
-9	-1	14	-3	-4	0.0	0	2	99	O=C(c1ccco1)N1CCN(Cc2nnnn2CCc2ccccc2)CC1

# Given with bars between the fields: entries from further up
Compound | CHRM4 PAM | GalR3 antagonist | PHOSPHO1 inh | CRFBP-R2 block | p-CIP stab down | CRFBP-R2 agonist | IDE cell inh | IDE act | MEKK3 PB1 HTS
CC(C)c1nc(Cl)c(C#N)c2c1CCCC2 | 5 | 2 | 6 | 2 | -12 | 2.6 | 8 | 2 | 98
O=C(NNC(=O)c1sc2ccccc2c1Cl)Nc1ccc(Cl)cc1 | -6 | -3 | 28 | 6 | -5 | 0.7 | 3 | 5 | 98

# An unsorted share of the library; about 4.2% have a hit in one of these screens.
